From PubChem
aDG glyco act: activators of alpha-DG glycosylation, primary screen, uHTS, Pro5-aDG cells, AlphaScreen. 0.22% of 360,000 active. AID 624168, 2012. activation, % at 10 µM. alpha-DG glycosylation AlphaScreen (IIH6); 0% Pro5, 100% B10-LARGE cell signal;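 active = activation of at least 8% versus controls, or a plate z-score of at least 8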;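 also: Pro5 are CHO cells carrying HIG-tagged alpha-DG that lacks glycosylation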
Vif inh: HIV Vif self-association inhibitors, primary screen, imaging, HEK293T, single point; 0.35% of 340,000 active; AID 602346, 2012; HEK293T cells, Vif self-association by quenched fluorescence, 24 h; inhibition, % at 7.49 µM; in the data active = inhibition above about 50%, passing the limit was not always enough; also: some results filed as inactive read as strong as hits
N-glyco inh: increase of ERlucT glycosylation luciferase signal, primary screen, N-linked glycosylation inhibitor project, D54 ERlucT cells, luminescence, set 2; D54 ERlucT glycosylation luciferase reporter, 24 h; percent of 100 nM tunicamycin response; reporter increase, % at 12.5 µM; 0.23% of 360,000 active;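 active = mean luciferase reporter signal, scaled so untreated is 0 and the glycosylation-blocking control 100, at or above a set limit in every replicate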;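 also: luciferase carries N-glycosylation sites so blocking glycosylation raises the light; 0% = median of neutral control wells and 100% = median of 100 nM tunicamycin wells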
MC4R ag barr: MC4R agonists recruiting beta-arrestin, primary screen, cell-based, luminescence, agonist arm of biased-ligand search. Melanocortin receptor 4 (Homo sapiens), P32245. U2OS MC4R beta-arrestin complementation; percent of melanotan II response, DMSO zero. activation, % at 8.9 µM. 0.98% of 360,000 active. AID 540308, 2011;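 active = activation above a per-plate cutoff, the mean activation of sample wells on that plate plus 3 SD, cut at about 8% in these data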
HTR2A ag: mouse Htr2a agonists via beta-arrestin recruitment, primary screen, cell-based, luminescence; CHO-K1 mHTR2A beta-arrestin complementation; percent of 30 µM serotonin response; AID 624169, 2012; activation, % at 7.6 µM; 0.66% of 360,000 active; 5-hydroxytryptamine receptor 2A (Mus musculus), P35363;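 active = activation above a run cutoff, the mean activation of all tested compounds plus 3 SD, cut at about 14% in these data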;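 also: 0% = plate median of compound wells and 100% = 30 µM serotonin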
Target sequence (P35363 whole entry, looked up): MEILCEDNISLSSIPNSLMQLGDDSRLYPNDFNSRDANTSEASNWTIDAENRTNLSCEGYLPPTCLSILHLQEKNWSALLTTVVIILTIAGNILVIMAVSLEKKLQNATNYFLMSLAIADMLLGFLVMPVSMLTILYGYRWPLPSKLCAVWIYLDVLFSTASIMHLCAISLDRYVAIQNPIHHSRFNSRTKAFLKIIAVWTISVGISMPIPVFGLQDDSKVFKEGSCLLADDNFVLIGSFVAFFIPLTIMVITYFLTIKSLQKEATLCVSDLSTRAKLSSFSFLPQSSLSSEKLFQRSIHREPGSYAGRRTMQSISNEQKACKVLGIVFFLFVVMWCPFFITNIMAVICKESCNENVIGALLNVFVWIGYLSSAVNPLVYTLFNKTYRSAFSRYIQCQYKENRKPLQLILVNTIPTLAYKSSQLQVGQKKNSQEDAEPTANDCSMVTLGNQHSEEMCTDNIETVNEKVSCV
ABCB6 inh MLPCN: ABCB6 transporter inhibitors, primary screen, K562-ABCB6 cells, flow cytometry, MLPCN library. K562-ABCB6 porphyrin accumulation, 1 h; hits give low values. fluorescence ratio to DMSO, % at 10 µM. 0.19% of 360,000 active;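 active = fluorescence ratio to DMSO below 75%, the collection mean minus 3 SD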;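 also: signal is porphyrin accumulated inside mitochondria; 100% equals median channel fluorescence of DMSO control wells; lower ratio means ABCB6 inhibition with less porphyrin fluorescence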
MC4R antag cAMP: MC4R antagonists of cAMP signaling, primary screen, cell-based, TR-FRET, antagonist arm of biased-ligand search. MC4R-expressing cells, MTII-stimulated cAMP, LANCE TR-FRET. 0.48% of 360,000 active. Melanocortin receptor 4 (Homo sapiens), P32245. AID 540295, 2011. inhibition, % at 6.5 µM;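 active = inhibition above its plate's cutoff, the mean of tested wells on that plate plus 3 SD, cut at about 29% in these data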;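 also: 0% = Melanotan II alone and 100% = Melanotan II plus saturating MCL0020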
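System: U2OS-MC4R stable cell line; Technique: Eu-cAMP/anti-cAMP TR-FRET, emission 671 nm; Repeats: single well per compound; Also added: Melanotan II; Dosing: one concentration, 6.5 µM nominal; Schedule: 30-min compound, 1-h challenge, 1-h detection, room temperature.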
H9c2 protect: cardioprotection against H2O2-induced cell death, primary screen, uHTS, H9c2 cells, ATPLite luminescence | 0.63% of 360,000 active | protection from H2O2 cell death, % at 20 µM | H9c2 cardiomyocytes, H2O2 injury protection, 2 h;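 active = compounds giving at least 50% protection of heart cells from peroxide-induced death in the single-dose screen, raw or plate-pattern-corrected value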;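 also: 0% = DMSO wells with peroxide and 100% = DMSO wells without peroxide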
CaV13 FRET inh: Primary screen for inhibitors of IQ motif and Ca2+-dependent inactivation inhibitor domain binding in CACNA1D, Förster resonance energy transfer in living cells, …; HEK cells, CFP/YFP FRET ICDI-IQ, plate reader, 10 min; percent FRET-ratio fall versus neutral wells; inhibition, % at 12.3 µM; 0.098% of 340,000 active; AID 743397;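 active = mean replicate inhibition of at least 30% and at least 1% of replicates passing that level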;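 also: 0% = median of the neutral control wells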
PDI turbidity: inhibitors of human PDI, primary screen, biochemical, turbidity, single point, plate reader; PDI insulin aggregation turbidity, A650, 90 min; inhibition, % at 10 µM; 0.052% of 350,000 active; AID 588391, 2011;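 active = mean inhibition across replicates of 30% or more, whatever share of single replicates reach that level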;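 also: absorbance from insulin aggregation driven by PDI reduction with DTT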
Target sequence (P07237 whole entry, looked up): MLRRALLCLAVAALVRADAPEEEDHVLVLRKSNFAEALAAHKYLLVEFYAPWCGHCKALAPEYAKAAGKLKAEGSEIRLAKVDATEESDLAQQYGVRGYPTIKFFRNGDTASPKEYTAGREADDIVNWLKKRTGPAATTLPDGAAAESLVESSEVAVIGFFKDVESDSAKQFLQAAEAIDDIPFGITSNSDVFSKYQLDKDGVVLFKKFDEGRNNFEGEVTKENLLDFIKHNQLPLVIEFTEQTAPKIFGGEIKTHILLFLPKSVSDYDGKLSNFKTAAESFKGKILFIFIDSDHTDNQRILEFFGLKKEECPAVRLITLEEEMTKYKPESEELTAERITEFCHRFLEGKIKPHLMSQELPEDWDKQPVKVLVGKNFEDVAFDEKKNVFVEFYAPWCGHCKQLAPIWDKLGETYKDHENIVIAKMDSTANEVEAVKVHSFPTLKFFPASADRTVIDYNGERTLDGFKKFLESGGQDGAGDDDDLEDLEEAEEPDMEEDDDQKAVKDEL
* = called active by the depositor; . = not tested or not shown.

Values run as follows: aDG glyco act	Vif inh	N-glyco inh	MC4R ag barr	HTR2A ag	ABCB6 inh MLPCN	MC4R antag cAMP	H9c2 protect	CaV13 FRET inh	PDI turbidity
> c1ccc(C2CSc3ccccc3N2)cc1 (configuration not stated)
→ -0.1	-8.3	-3.6	0.3	4.9	164.0	-1.8	-4.5	-20.5	7.2
> COc1ccccc1NC(=O)CCC(=O)OCc1ccc(Cl)cc1
→ -0.1	7.9	1.6	-1.0	0.1	95.0	2.8	-1.0	-5.6	-2.6
> Cc1oc2cc3oc(=O)c(CCC(=O)N4C[C@H]5C[C@@H](C4)c4cccc(=O)n4C5)c(C)c3cc2c1C
→ 0.0	-1.5	-1.0	0.1	8.8	92.0	2.1	-1.0	.	.
> Cc1ccnc(SCCn2c(N3CCN(c4ccccc4)CC3)nc3c2c(=O)[nH]c(=O)n3C)n1
→ -0.4	-0.7	1.7	1.5	-1.1	82.0	0.8	17.1	-17.3	.
> C/C(=N\OC(=O)c1ccc(C)cc1)c1c(C)nc2cc(C)ccn12
→ 0.1	-4.5	3.5	-1.2	7.4	104.0	-10.1	-4.5	-3.0	-4.9
> CCC(C)NC(=O)Cn1nc([N+](=O)[O-])c(Cl)c1C (configuration not stated)
→ 0.0	2.5	-0.8	-1.0	-0.6	100.0	4.1	1.4	.	-1.4
> COc1ccc(-c2ccc(=O)n(Cc3ccccc3)n2)cc1
→ 0.1	9.1	-4.5	-0.6	0.6	97.0	10.4	-10.7	-4.6	-3.2
> CSc1nsc(/C=C/Nc2ccc(C)c(C)c2)c1C#N
→ -0.3	-13.1	-1.2	3.6	-0.8	122.0	23.3	-7.0	12.9	-5.7
> O=C(NCC1COc2ccccc2O1)C1CCCN(S(=O)(=O)c2cccc3cccnc23)C1 (configuration not stated)
→ -0.1	-0.6	-3.1	-0.8	0.4	96.0	0.0	11.8	-0.9	.
> COc1ccc(O)c(/C=N\NC(=O)CCn2nnc3ccccc32)c1
→ 0.6	-3.9	1.0	-3.1	-2.0	107.0	2.7	39.7	-6.5	-5.7
> CCN(CC)CCn1c(=S)[nH]c2cc(Cl)ccc2c1=O
→ 0.3	-2.1	-1.3	0.9	2.8	97.0	-7.7	9.0	-3.5	-7.1
> COc1cccc(/C=N/N(C)C2=NS(=O)(=O)c3ccccc32)c1O
→ 2.4	7.6	0.8	0.3	1.5	99.0	14.2	3.7	-17.5	8.0
> Cc1cc(C)cc(C(=O)Nc2ccc3[nH]c(=O)[nH]c3c2)c1
→ -0.5	6.0	1.7	-3.9	-2.9	87.0	14.5	6.3	-3.9	-12.9
> CCC(=O)N1CCC(C)(C(=O)Nc2nccc3ccccc23)C1 (configuration not stated)
→ 0.2	-2.9	-1.6	2.3	0.9	111.0	-0.8	0.2	-6.6	-6.2
> CC(=O)Nc1sc2c(c1CN1CCN(c3ccc(F)cc3)CC1)CCCC2
→ -0.1	-15.7	-8.2	2.4	-7.1	147.0	9.1	5.3	-4.4	-10.2
> Cc1ccc(NC(=O)c2sc3nc(N)c(C#N)cc3c2N)cc1
→ -0.3	4.8	-2.5	7.5	2.8	103.0	0.1	-0.8	-4.9	2.2
> CC(OC(=O)CCN=C1NS(=O)(=O)c2ccccc21)C(=O)Nc1ccc(N(C)C)cc1 (configuration not stated)
→ 0.1	4.2	1.4	-5.4	-2.4	100.0	7.3	-2.2	-6.5	0.0
> C[C@]12CC[C@H](O)CC1=C[C@H](O)C1C2CC[C@@]2(C)C1CC[C@@]2(O)C#Cc1ccc(CN)cc1 (some centres not stated)
→ 0.0	-1.4	-1.2	-2.8	10.6	97.0	-1.3	11.2	-7.8	-5.8
> CC[C@]12c3[nH]c4cc(-c5ccco5)ccc4c3CCN1C(=O)[C@@H](CC(=O)NCc1ccc(OC)c(OC)c1)C[C@@H]2C(=O)N1CCN(C(=O)c2ccco2)CC1
→ 0.1	.	3.0	0.1	6.5	98.0	15.4	20.7	-5.8	37.5*
> CSc1nc2nc3c(cn2n1)C(=O)CC(c1ccccc1)C3 (configuration not stated)
→ 0.0	2.9	2.0	-1.0	1.9	100.0	-4.7	10.2	.	3.8
> CCOC(=O)c1c(-c2ccc(C)cc2)csc1NC(=O)c1cc2ccccc2oc1=O
→ 0.1	2.1	-0.6	0.9	0.3	98.0	19.9	2.8	0.6	-2.8
> O=C(CSc1ccc2ccccc2c1)NCCCN1CCCC1=O
→ -0.1	3.7	1.8	-1.6	-1.6	105.0	1.4	3.6	-4.8	12.2
> Cc1ccc(C(=O)NNC2=NCCC2)cc1
→ -0.2	-2.2	0.1	-2.2	-3.2	100.0	0.5	-2.3	.	-0.5
> Cc1nn(C)cc1CN(C)Cc1ccc(OCC(O)CN2CCCCC2)cc1 (configuration not stated)
→ 0.1	63.7*	-6.0	2.4	2.5	90.0	0.7	12.3	-3.2	0.9
> COCCN1CC(CNC(=O)c2cc(COc3ccccc3SC)on2)CC1=O (configuration not stated)
→ 0.1	-4.5	1.8	2.7	-1.9	98.0	8.8	-2.5	-5.7	1.8
> CC1(C(=O)OCC(=O)Nc2ccc(Cl)cn2)CC1(Cl)Cl (configuration not stated)
→ -0.2	-2.3	0.0	0.3	-5.6	96.0	2.6	0.4	-5.3	-4.0
> COc1cccc(-c2nc(-c3ccc4c(c3)NC(=O)CO4)cs2)c1
→ 1.4	6.6	0.4	-1.7	0.2	99.0	-3.0	11.3	-6.5	1.9
> COc1ccc(S(=O)(=O)N2CCC(C(=O)NC3CC3)CC2)cc1C
→ 0.2	36.1	1.6	-0.1	9.0	102.0	3.8	-2.1	-4.5	1.9
> Cc1c(NC(=S)NC(=O)c2cccc(Cl)c2)c(=O)n(-c2ccccc2)n1C
→ -0.1	-3.1	0.0	-0.8	-1.8	100.0	13.1	-2.4	-3.7	3.5
> Cc1cc(C(=O)CSc2ncccn2)c(C)n1-c1cccc(F)c1
→ 0.3	-0.7	-8.0	-3.7	2.5	94.0	-2.7	-17.8	-2.6	4.5

Laid out differently: 3 of the compounds above
SMILES,aDG glyco act,Vif inh,N-glyco inh,MC4R ag barr,HTR2A ag,ABCB6 inh MLPCN,MC4R antag cAMP,H9c2 protect,CaV13 FRET inh,PDI turbidity
Cc1ccc(C(=O)NNC2=NCCC2)cc1,-0.2,-2.2,0.1,-2.2,-3.2,100.0,0.5,-2.3,.,-0.5
Cc1nn(C)cc1CN(C)Cc1ccc(OCC(O)CN2CCCCC2)cc1 (configuration not stated),0.1,63.7*,-6.0,2.4,2.5,90.0,0.7,12.3,-3.2,0.9
COCCN1CC(CNC(=O)c2cc(COc3ccccc3SC)on2)CC1=O (configuration not stated),0.1,-4.5,1.8,2.7,-1.9,98.0,8.8,-2.5,-5.7,1.8

Continued:
Values run as follows: aDG glyco act	Vif inh	N-glyco inh	MC4R ag barr	HTR2A ag	ABCB6 inh MLPCN	MC4R antag cAMP	H9c2 protect	CaV13 FRET inh	PDI turbidity
> CN(C)C(CNC(=O)c1ccc2ccccc2n1)c1ccccc1 (configuration not stated)
→ -0.1	12.2	-2.4	-0.6	0.0	100.0	4.3	9.8	-2.9	9.1
> Cc1cccc(NC(=O)CCC(=O)OCc2ccc(Br)cc2)c1
→ -0.2	-2.2	3.6	0.1	0.6	97.0	16.3	1.7	-4.8	3.6
> COc1cccc(C2=NOC(C(=O)NCc3ccc(F)cc3)C2)c1 (configuration not stated)
→ -0.1	.	21.6	-1.2	-3.1	94.0	-29.9	-6.7	-3.3	-2.7
> COc1cc(CC(CC(=O)O)CC(C)OCc2ccccc2)cc(OC)c1 (configuration not stated)
→ -0.1	-1.3	1.2	-0.8	5.2	97.0	-5.6	-3.9	-3.4	3.6
> CC1(C)Cc2c(sc3ncn4c(=S)[nH]nc4c23)CO1
→ 0.0	-1.2	0.4	-2.3	-0.6	97.0	1.1	1.7	0.6	2.6
> COC(=O)COn1c(SC(C)C)nc2ccccc2c1=O
→ -0.2	1.7	1.6	-1.0	-2.3	95.0	0.3	2.0	-5.4	9.6
> O=C(O)C(=Cc1ccncc1)c1cccc2ccccc12
→ -0.1	21.6	0.8	-1.1	5.3	94.0	1.4	11.5	-4.7	0.2
> O=C(Nc1cccn(Cc2c(Cl)cccc2Cl)c1=O)c1c(Cl)cccc1Cl
→ 0.9	-12.9	-8.0	-1.7	-4.5	93.0	3.6	-9.6	-5.1	18.6
> O=C(Nc1ccc(Br)cc1F)c1ccc2c(c1)N(Cc1ccccc1)C(=O)CS2=O (configuration not stated)
→ 0.4	4.0	-11.6	-0.9	-2.7	98.0	11.7	-5.1	0.8	.
> O=C(CSc1cccc[n+]1[O-])Nc1cc(S(=O)(=O)N2CCOCC2)ccc1Cl
→ -0.2	3.3	-0.4	-0.9	1.4	97.0	10.3	-2.2	-6.6	-3.9
> Cc1cc(C)cc(N(C(=O)c2ccccn2)C(C(=O)NC2CCCCC2)c2cccs2)c1 (configuration not stated)
→ -0.1	-11.2	-3.3	-0.4	-1.4	94.0	4.9	5.5	-4.0	-3.2
> COc1cc2cc(CCOC(=O)N3CCCCC3)oc(=O)c2cc1OC
→ -0.1	.	-2.4	-0.6	4.3	94.0	0.8	-3.3	-4.3	-6.2
> COc1ccc2nc(NCCCNC(=O)c3cc(OC)c(OC)c(OC)c3)c(C#N)cc2c1
→ -0.2	2.1	3.6	0.4	-2.9	99.0	-5.7	23.4	-0.8	-8.1
> C=CCN=C(NC#N)SCc1ccccc1
→ -0.1	.	2.0	-0.2	2.0	101.0	-3.3	-2.6	.	-15.2
> CCOC(=O)C(NC(=O)CC)(Nc1nc2c(s1)CCCC2)C(F)(F)F (configuration not stated)
→ 0.0	.	.	-0.8	0.0	90.0	0.7	11.9	-5.2	-9.7
> CC(Sc1nc2ccccc2s1)C(=O)Nc1ccc2c(c1)OCO2 (configuration not stated)
→ -0.2	2.4	2.8	-0.5	0.3	104.0	-1.7	-8.7	.	1.2
> O=C1[C@@H]2Cc3c([nH]c4ccccc34)C(c3ccccc3)N2C(=O)CN1CCO (some centres not stated)
→ 0.1	-3.8	1.8	-1.0	2.3	103.0	7.7	3.1	-3.8	0.0
> CCOC(=O)c1cn2nc(-c3ccc(OC)cc3)cc2nc1C1CCN(C(=O)OC(C)(C)C)CC1
→ 0.3	.	.	-1.2	5.5	86.0	-0.9	-13.1	-3.4	-5.1
> CCOC(=O)N1CCN(C(=O)CCCCCn2c(=S)[nH]c3cc4c(cc3c2=O)OCO4)CC1
→ 0.0	2.1	-0.1	-3.2	-3.7	90.0	-0.9	9.8	-0.4	-1.1
> Cc1c(C(=O)NCc2ccccc2CN2CCCC2)oc2ccccc12
→ 0.0	-2.7	-2.6	3.3	-11.7	99.0	-0.6	10.5	-2.6	-3.9
